IDH1 R132H inh: IDH1 R132H (human) inhibition. O75874. IDH1 R132H reductase, diaphorase/resazurin fluorescence, 60 min. inhibition, % at 10 µM. 70,000 compounds, 0.18% hits; in the data active = inhibition above about 34%;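 note: 0% = DMSO and 100% = no enzyme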
Target sequence (O75874 whole entry R132H): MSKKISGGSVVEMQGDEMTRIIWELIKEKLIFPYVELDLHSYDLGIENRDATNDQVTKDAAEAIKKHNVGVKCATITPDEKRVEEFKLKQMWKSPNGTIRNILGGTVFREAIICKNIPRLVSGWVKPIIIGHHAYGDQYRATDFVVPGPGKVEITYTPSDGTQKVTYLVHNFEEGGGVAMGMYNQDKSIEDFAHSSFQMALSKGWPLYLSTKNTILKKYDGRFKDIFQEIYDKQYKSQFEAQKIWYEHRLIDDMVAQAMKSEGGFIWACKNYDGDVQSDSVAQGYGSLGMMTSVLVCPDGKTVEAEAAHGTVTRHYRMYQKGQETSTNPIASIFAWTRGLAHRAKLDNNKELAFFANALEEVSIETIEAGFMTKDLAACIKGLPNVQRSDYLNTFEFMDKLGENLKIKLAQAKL
PRC2 inh: inhibitors of human EZH2/PRC2 methyltransferase; Q15910; PRC2 H3K27 methylation, DELFIA TRF, 1 h; inhibition, % at 12.5 µM; 57,000 compounds, 0.35% hits;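 active = mean inhibition of replicates at least 50% and every single replicate also reaching 50%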;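 note: dimethyl H3K27 on biotinylated H3 21-44 peptide detected by antibody; plate controls were median neutral control wells for no effect and median positive control wells for full effect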
* marks the source's active call; other numbers are inactive results; . = not tested or not shown. A portion of the library; rates above refer to the full screens.

mol	IDH1 R132H inh	PRC2 inh
CC(C)CC#Cc1ccc2c(c1)O[C@@H](CN(C)Cc1ccccc1F)[C@@H](C)CN([C@@H](C)CO)S2(=O)=O	0.0	.
C[C@H]1CN([C@@H](C)CO)C(=O)c2cc(NC(=O)CCCN(C)C)ccc2O[C@@H]1CN(C)C(=O)Nc1cccc2ccccc12	0.1	-2.2
C[C@@H]1CN([C@@H](C)CO)C(=O)Cc2cc(NC(=O)Nc3ccc4c(c3)OCO4)ccc2O[C@H]1CN(C)C(=O)NC1CCCCC1	0.4	.
CNC[C@H]1OCCCC[C@@H](C)Oc2ccc(N(C)C)cc2C(=O)N([C@@H](C)CO)C[C@H]1C	-0.1	3.5
C[C@@H]1CCCCO[C@@H](CN(C)S(=O)(=O)c2ccc(F)cc2)[C@H](C)CN([C@H](C)CO)C(=O)c2cc(NC(=O)Cc3ccccc3)ccc2O1	0.2	.
Cc1ccc(S(=O)(=O)N[C@@H](Cc2ccccc2)C(=O)NCCN=[N+]=[N-])cc1	0.3	2.6
CO[C@H]1CN(C)C(=O)c2cc(NC(C)=O)ccc2OC[C@H](C)N(C(=O)Cc2cccnc2)C[C@@H]1C	0.0	11.4
Cc1ccc(S(=O)(=O)Nc2ccc3c(c2)C(=O)N([C@@H](C)CO)C[C@H](C)[C@@H](CN(C)Cc2ccc(C(F)(F)F)cc2)OCCCC[C@H](C)O3)cc1	0.7	.
c1ccc2[nH]c(NCCN3CCOCC3)nc2c1	0.1	-5.4
COc1ccc(S(=O)(=O)Nc2ccc3c(c2)C(=O)N([C@H](C)CO)C[C@@H](C)[C@@H](CN(C)C)OCCCC[C@H](C)O3)cc1	-6.6	8.0
COc1cccc2cc(C(=O)C3C(=O)C(=O)N(CCN4CCOCC4)C3c3ccc(F)cc3)oc12 (stereo not given)	-0.5	0.4
C[C@@H]1CCCCO[C@H](CN(C)S(=O)(=O)c2ccc(Cl)cc2)[C@@H](C)CN([C@@H](C)CO)C(=O)c2cc(NC(=O)Cc3ccccc3)ccc2O1	-0.6	.
CCOC(=O)c1c(NC(=O)CSc2nnc3ccc4ccccc4n23)sc(C)c1C	0.0	9.8
O=C(N[C@@H]1CC[C@H](CCNS(=O)(=O)c2ccc(F)cc2)O[C@H]1CO)C1CCC1	0.0	1.2
Cc1noc(C)c1NC(=O)Nc1ccc2c(c1)C(=O)N([C@@H](C)CO)C[C@@H](C)[C@H](CN(C)C(=O)NC(C)C)O2	-0.3	.
Cc1noc(C)c1NC(=O)N(C)C[C@H]1Oc2ccc(NC(=O)Nc3ccc(F)cc3)cc2C(=O)N([C@H](C)CO)C[C@@H]1C	1.4	.
Cc1ccc(S(=O)(=O)N[C@@H]2C=C[C@H](CC(=O)N3CCC(Cc4ccccc4)CC3)O[C@H]2CO)cc1	-0.3	-2.5
COc1cc(C2NC(=S)NC(C)=C2C(=O)Nc2ccccc2C)c(Br)cc1OCC(=O)O (stereo not given)	0.6	-0.4
Cc1ccc(S(=O)(=O)NCC[C@H]2CC[C@@H](NC(=O)CC3CC3)[C@@H](CO)O2)cc1	0.1	4.1
C[C@H]1CCCCO[C@H](CN(C)S(=O)(=O)c2ccccc2)[C@@H](C)CN([C@@H](C)CO)C(=O)c2cc(NS(=O)(=O)c3cn(C)cn3)ccc2O1	-0.6	.
O=C(Cc1ccncc1)NCC[C@H]1CC[C@H](NC(=O)C2CCC2)[C@H](CO)O1	0.6	-2.1
O=C(Cc1ccncc1)NCC[C@H]1CC[C@H](NC(=O)C2CC2)[C@@H](CO)O1	-0.1	8.9
C[C@@H]1CN([C@@H](C)CO)C(=O)Cc2cc(NC(=O)CCC(F)(F)F)ccc2O[C@@H]1CN(C)C(=O)Nc1cccc2ccccc12	2.4	-1.1
Cc1ccc(NC(=O)CN(c2ccc(F)c(Cl)c2)S(C)(=O)=O)cc1	0.4	21.6
C/C=C/c1ccc([C@H]2[C@@H](CO)N(C(=O)c3cccnc3)[C@H]2C#N)cc1	0.3	.
CCCCCCCCCCCC1C(=O)C(=O)CC(=O)C1=O	0.8	40.3
Cc1cccc(-c2nnc(SCC(=O)Nc3cc([N+](=O)[O-])ccc3C)n2-c2ccccc2)c1	0.2	-3.7
O=[N+]([O-])c1cccc(-c2nn(-c3ccccc3)cc2CNCc2ccccc2)c1	0.8	21.4
C[C@@H]1CN([C@@H](C)CO)S(=O)(=O)c2ccc(-c3cccc(F)c3)cc2O[C@H]1CN(C)C(=O)C1CC1	-0.8	5.0
C[C@H]1CN([C@@H](C)CO)C(=O)c2cc(NC(=O)CCN3CCOCC3)ccc2O[C@H]1CN(C)S(=O)(=O)c1cccs1	0.1	.
CCOC(=O)C(C(=O)Nc1ccc(Br)cc1)C1CCCCC1 (stereo not given)	-0.3	10.2
C[C@@H]1CN([C@H](C)CO)C(=O)c2cc(NC(=O)CCC(F)(F)F)ccc2O[C@@H]1CN(C)S(C)(=O)=O	0.0	1.9
COc1ccc(CN(C)C[C@@H]2OCCCC[C@@H](C)Oc3ccc(NS(=O)(=O)c4ccc(Cl)cc4)cc3C(=O)N([C@H](C)CO)C[C@H]2C)cc1	-0.1	.
Cc1noc(C)c1NC(=O)N(C)C[C@@H]1OCCCC[C@@H](C)Oc2ccc(NC(=O)Cc3ccccc3)cc2C(=O)N([C@@H](C)CO)C[C@@H]1C	0.3	.
CS(=O)(=O)N(CC(=O)Nc1ccc2c(c1)OCCO2)C1CCCCC1	-0.3	3.9
C[C@H](CO)N1C[C@H](C)[C@@H](CN(C)S(=O)(=O)c2ccc(Cl)cc2)Oc2ccc(NC(=O)Cc3ccccc3)cc2C1=O	.	-17.3
C/C(=C\Cc1c(O[C@@H]2O[C@H](CO)[C@@H](O)[C@H](O)[C@H]2O)ccc2ccc(=O)oc12)CO	0.3	6.6
CCC(=O)N(C)C[C@H]1Oc2ncc(C#CCc3ccccc3)cc2C(=O)N([C@H](C)CO)C[C@@H]1C	1.0	1.1
COCCNC(=O)c1ccccc1-c1nc(-c2ccc(Cl)cc2)no1	-0.5	6.3
C[C@H]1CN([C@@H](C)CO)C(=O)Cc2cc(NC(=O)c3ccncc3)ccc2O[C@@H]1CN(C)C(=O)Nc1cccc2ccccc12	1.7	4.1
CN(C)C(=O)C[C@H]1C=C[C@@H](NC(=O)C2CCC2)[C@@H](CO)O1	0.2	6.1
CC(C)CC#Cc1cnc2c(c1)C(=O)N([C@@H](C)CO)C[C@@H](C)[C@H](CN(C)C(=O)c1ccc3c(c1)OCO3)O2	-0.8	.
CO[C@H]1CN(C)C(=O)c2ccc(NC(=O)Cc3ccccc3)cc2OC[C@@H](C)NC[C@@H]1C	0.1	0.4
C[C@@H]1CN([C@H](C)CO)C(=O)c2cccc(NC(=O)c3ccncc3)c2O[C@H]1CN(C)Cc1ccc(Cl)c(Cl)c1	.	-4.4
C[C@H]1CN([C@@H](C)CO)C(=O)c2cc(C#Cc3ccc(F)cc3)cnc2O[C@H]1CN(C)S(C)(=O)=O	-0.9	-13.1
C[C@@H]1CN([C@@H](C)CO)C(=O)c2c(c3ccccc3n2C)-c2ccccc2CO[C@H]1CN(C)C(=O)[C@@H](Cc1ccccc1)N(C)C	0.1	-11.2
C[C@@H]1CN([C@H](C)CO)C(=O)Cc2cc(NC(=O)Nc3ccc4c(c3)OCO4)ccc2O[C@@H]1CN(C)C(=O)Nc1cccc2ccccc12	0.0	.
COCCCN1C(=O)[C@@]2(Cc3ccccc31)c1ccccc1C(=O)N(C1CCCCC1)[C@H]2c1ccc(CO)cc1	.	-0.9
C[C@@H]1CN([C@@H](C)CO)C(=O)c2cc(NC(=O)Cc3ccccc3)ccc2O[C@H]1CN(C)C(=O)Nc1cccc2ccccc12	.	-3.2
COc1ccccc1C#Cc1cnc2c(c1)C(=O)N([C@@H](C)CO)C[C@@H](C)[C@H](CN(C)C(=O)CN(C)C)O2	-0.2	.
C[C@@H]1CN([C@@H](C)CO)C(=O)Cc2cc(NC(=O)c3ccncc3)ccc2O[C@H]1CN(C)S(=O)(=O)c1cccs1	6.5	.
Cn1c(=O)c2c(nc(NCC3CCCO3)n2Cc2cccc(Br)c2)n(C)c1=O (stereo not given)	0.0	-5.7
C[C@H](CO)N1C[C@H](C)[C@H](CN(C)Cc2ccc3c(c2)OCO3)Oc2ncc(-c3cc4ccccc4o3)cc2C1=O	-2.1	.
C[C@@H]1CN([C@@H](C)CO)S(=O)(=O)c2ccc(-c3ccccc3)cc2O[C@@H]1CN(C)Cc1ccccc1	-2.1	25.6
CCNC(=O)C[C@@H]1CC[C@@H](NC(=O)C2CC2)[C@@H](CO)O1	2.0	6.6
Cc1noc(C)c1NC(=O)NCC[C@@H]1CC[C@@H](NC(=O)Nc2cccc(F)c2)[C@H](CO)O1	0.1	-8.0
C[C@@H]1CN([C@H](C)CO)S(=O)(=O)c2ccc(C#Cc3ccccc3F)cc2O[C@@H]1CN(C)C(=O)c1ccc2c(c1)OCO2	.	-7.7
COc1cccc(S(=O)(=O)Nc2ccc3c(c2)[C@@H]2C[C@@H](CC(=O)NCCc4ccccc4)O[C@@H](CO)[C@@H]2O3)c1	-0.5	-5.3
CCOC(=O)c1cnc(Nc2nc3ccccc3s2)nc1CSc1nnc(C)s1	0.2	11.9
COc1ccc(NC(=O)CN(c2cc(Cl)cc(Cl)c2)S(C)(=O)=O)cc1OC	-0.1	-5.9

Compound profiles (already shown).
C/C(=C\Cc1c(O[C@@H]2O[C@H](CO)[C@@H](O)[C@H](O)[C@H]2O)ccc2ccc(=O)oc12)CO is listed as IDH1 R132H inh: 0.3; PRC2 inh: 6.6
C[C@@H]1CN([C@@H](C)CO)C(=O)c2c(c3ccccc3n2C)-c2ccccc2CO[C@H]1CN(C)C(=O)[C@@H](Cc1ccccc1)N(C)C is listed as IDH1 R132H inh: 0.1; PRC2 inh: -11.2
C[C@@H]1CN([C@@H](C)CO)C(=O)c2cc(NC(=O)Cc3ccccc3)ccc2O[C@H]1CN(C)C(=O)Nc1cccc2ccccc12 is listed as IDH1 R132H inh: .; PRC2 inh: -3.2

Next entries follow:
mol	IDH1 R132H inh	PRC2 inh
Cc1ccc2c(c1)c1nnc(SCCN3CCOCC3)nc1n2Cc1ccccc1	0.5	-17.3
C[C@@H]1CN([C@@H](C)CO)C(=O)c2cccc(NC(=O)CCCCCC(=O)Nc3ccccc3N)c2O[C@H]1CN(C)S(=O)(=O)c1ccc(F)cc1	.	-70.7
CO[C@@H]1CN(C)C(=O)c2cc(NS(=O)(=O)c3ccc(C)cc3)ccc2OC[C@@H](C)N(C(=O)NC(C)C)C[C@@H]1C	0.2	3.2
CC(C)NC(=O)Nc1ccc2c(c1)C(=O)N([C@H](C)CO)C[C@H](C)[C@H](CN(C)C(=O)Nc1ccc(F)cc1)O2	.	-3.5
Cc1ccc(C(=O)CC2(O)C(=O)N(Cc3cccc4ccccc34)c3ccccc32)cc1 (stereo not given)	0.2	13.4
Cc1ccc(-c2cnc3c(c2)C(=O)N([C@@H](C)CO)C[C@H](C)[C@@H](CN(C)C(=O)Cc2ccncc2)O3)cc1	6.6	-16.2
CN(C)CC(=O)N[C@@H]1CC[C@@H](CCNS(=O)(=O)c2ccccc2)O[C@H]1CO	-0.1	8.3
COCCNC(=O)C[C@@H]1C[C@H]2c3cc(NC(=O)Nc4ccc(OC)cc4)ccc3O[C@H]2[C@H](CO)O1	-0.1	10.5
CC(C)OC(=O)N(C)C[C@H]1OCc2cnnn2CCCC(=O)N([C@@H](C)CO)C[C@H]1C	-2.6	-1.4
COCC(=O)Nc1ccc2c(c1)OC[C@H](C)N(C(=O)c1cccnc1)C[C@@H](C)[C@@H](OC)CN(C)C2=O	0.2	0.6
C[C@H](CO)N1C[C@H](C)[C@H](CN(C)C(=O)c2ccccn2)Oc2ncc(C#Cc3ccccc3)cc2C1=O	-0.1	-3.3
CO[C@@H]1CN(C)C(=O)c2ccc(NC(=O)Cc3ccccc3)cc2OC[C@H](C)N(C(=O)c2ccccc2F)C[C@@H]1C	-0.4	0.6
C[C@H]1CN([C@@H](C)CO)C(=O)c2cc(NC(=O)Nc3ccc(F)cc3)ccc2O[C@H]1CN(C)Cc1ccc(C(=O)Nc2ccccc2N)cc1	0.4	-7.9
COc1ccccc1NC(=O)Cn1cncc1-c1ccc([N+](=O)[O-])cc1	0.1	-6.7
C[C@H](CO)N1C[C@H](C)[C@@H](CN(C)CC2CCCCC2)Oc2c(NC(=O)CCCCCC(=O)Nc3ccccc3N)cccc2C1=O	-0.1	-6.2
Cc1cc(OCC(=O)Nc2ccccc2C(N)=O)ccc1Br	-0.1	8.3
C[C@H](CO)N1C[C@H](C)[C@@H](CN(C)Cc2ccc3c(c2)OCO3)OCCCC[C@H](C)Oc2ccc(NC(=O)CCC(F)(F)F)cc2C1=O	1.5	.
CC(C)NC(=O)N(C)C[C@H]1Oc2ccc(NC(=O)CCC(F)(F)F)cc2C(=O)N([C@H](C)CO)C[C@H]1C	3.2	.
CCC(=O)Nc1ccc2c(c1)C(=O)N(C)C[C@@H](OC)[C@@H](C)CN(Cc1ccncc1)[C@H](C)CO2	-0.4	-4.2

Source: PubChem BioAssay
